Source: PubChem BioAssay (National Center for Advancing Translational Sciences (NCATS))
Nrf2 ARE act: activators of Nrf2 (ARE) signaling; Potency, µM (titrated, usually from 46.1 µM), inactives show top-dose activation, actives largely listed as activators; 410,000 tested, 0.31% active; AREc32 ARE-luciferase reporter (MCF7-derived line), luminescence, 24 h; AID 624171; also: potency is read from the fitted curve at half-maximal effect; % of control where 0% means no effect; nearly all actives have a fitted effect of over 65% in size
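ARE-driven firefly luciferase activity in AREc32 cells measured after a 24 hr compound exposure at 37 deg C, using Steady-Glo reagent and a 30 min room-temperature hold.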
MmCpn inh: M. maripaludis TRiC chaperonin inhibition | purified Mm-Cpn ATPase, ADP Transcreener TR-FRET | Potency, µM (highest dose often 76.9 µM), for inactives: at the top dose activity, negative = inhibition, usual class: inhibitors | 330,000 tested, 0.031% active; also: potency is read from the fitted curve at half-maximal effect; % is scaled to controls: 0 for no effect and ±100 for the full control effect; nearly all actives have a fitted effect of over 80% in size
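ATPase turnover read by TR-FRET ADP competition (Eu cryptate antibody/ADP-d2, 665/590 nm): 10uM ATP final, 25nM Mm-CPN final, 30 min 37degC after 10-min compound preincubation, pH 7.4 Tris/KCl/MgCl2/DTT buffer.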
Abeta yeast res: restores growth of yeast expressing A-beta42 peptide; yeast expressing A-beta42, growth rescue, OD600, 48 h; response scale: 0% DMSO, 100% iron-clioquinol control; Potency, µM (doses to about 46.1 µM), for inactives: at the top dose growth rescue, hits mostly activators; 410,000 tested, 0.063% active; AID 1347071; also: potency is read from the fitted curve at half-maximal effect; nearly all actives have a fitted effect of over 55% in size
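Yeast growth medium received pinned compounds, then yeast cells expressing toxic A-beta were added; plates incubated at 30 C for 48 hr. Growth read as absorbance at 600 nm, normalized to DMSO and equimolar FeCl3 plus clioquinol controls.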
Nrf2 block: inhibitors of Nrf2 signaling; A549 ARE-Fluc reporter, luciferase luminescence, 18-24 h; Potency, µM (doses to about 46 µM), for the others: top-dose activity change, negative = inhibition, hits mostly inhibitors; 360,000 tested, 2.1% active; AID 504444; also: potency is read from the fitted curve at half-maximal effect; % is scaled to controls: 0 for no effect and ±100 for the full control effect; nearly all actives have a fitted effect of over 60% in size
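Two sequential reads on A549 ARE_Fluc cells exposed to compound for 18-24 h: a CellTiter-Fluor fluorescence read for viability, then a luciferase luminescence read for Nrf2/ARE activity.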
TGFb SMAD3 inh: blocks TGF-b signaling. 410,000 tested, 1.2% active. Potency, µM (highest dose often 46.1 µM), for the others: at the highest dose activity, negative = inhibition, usual class: inhibitors. HepG2 CAGA-GFP TGF-b/SMAD3 reporter, GFP fluorescence, 18 h; TGF-beta stimulated, 500 pg/mL final. AID 588855; also: potency is read from the fitted curve at half-maximal effect; % is scaled to controls: 0 for no effect and ±100 for the full control effect; nearly all actives have a fitted effect of over 65% in size
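First, reporter cells (HEPG2 CAGA-GFP) rested 2 h at 37 degrees C. Next, compounds were pinned in and TGF-beta added to 500 pg/mL final. After 18 h, GFP was imaged per cell and summed per well.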
Akt phos inh: blocks phosphorylation of Akt; 360,000 tested, 0.32% active; AID 651550; Neuro2A IGF-stimulated pAkt S473 HTRF, 20 min; active compounds read low; activity change, % for hits at 50 µM; in the data active = activity change below about -80%; inconclusive = mostly about -51% to -80%; also: % is scaled to controls: 0 for no effect and ±100 for the full control effect
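Neuro2A cells in DMEM with 0.5% FBS, overnight at 37 deg C, given compound at single 50 µM final, then IGF (6 nM final) for 20 min at 37 deg C. Lysed; phospho-Akt Ser473 by HTRF after 24 h, 665/615 ratio.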
A549 viability: A549 cytotoxicity, counter-screen for Nrf2 inhibitors; A549 ARE-Fluc cells, CellTiter-Fluor viability, 18-24 h; Potency, µM (series often up to 46 µM), without a hit: top-dose activity change, negative = cytotoxicity, usual class: inhibitors; 390,000 tested, 0.16% active; also: potency is read from the fitted curve at half-maximal effect; % is scaled to controls: 0 for no effect and ±100 for the full control effect
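Cytotoxicity counterscreen: CellTiter-Fluor fluorescence was measured in A549 ARE_Fluc cells after 18-24 h of compound exposure in a concentration series. The subsequent BugLite luminescent read reports ARE-luciferase activity.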
HepG2 viability: HepG2 cytotoxicity, counter-screen for TGF-b inhibitors; HepG2 CAGA-GFP viability, ATP luminescence, 18 h; Potency, µM (series often up to 46.1 µM), for the others: at the highest dose activity change, negative = cytotoxicity, hits mostly cytotoxic; 410,000 tested, 0.76% active; AID 588856; also: potency is read from the fitted curve at half-maximal effect; some results filed as inactive show a strong effect at the top dose
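CellTiter-Glo luminescence gave cytotoxicity after 18 hours at 37 degrees C. The cells were HepG2 CAGA-GFP in 1% FBS DMEM, stimulated with 500 pg/mL TGF-beta after compound addition. %Activity was normalised to no-cell wells (complete cell-killing) and DMSO (no toxicity), and curves were fitted and classified.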
CCT chaperon mod: modulators of cytosolic chaperonin (CCT/TRiC) activity. 360,000 tested, 0.3% active. purified chaperonin ATPase assay, HTRF ADP detection, 30 min. activity change, % (test concentration not listed), hits read low; in the data active = activity change below about -30%; also: % is scaled to controls: 0 for no effect and ±100 for the full control effect
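TRiC at 40 or 20 nM final (batch-dependent) in 30 mM Tris pH 7.4, 100 mM KCl, 5 mM MgCl2, 1 mM DTT, with compound at single 76 uM and 10 uM ATP, 30 min at 37 deg C. ADP detected by HTRF Transcreener, 665/615 ratio.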
* marks the source's active call; other numbers are inactive results; i = inactive; ? = inconclusive; nt = not tested or not shown; [ ] = remark or other dose. Unless noted, calls follow the shape of the dose curve; as a rule, active = well fitted curve in the direction sought with a large enough effect; inconclusive = small, poorly fitted or top-dose-only effect, or another doubt; inactive = no such curve, though single readings can be large; an effect the other way counts as inactive or inconclusive. Not a hit list. About 4.3% of those tested had a hit in this group.

Preview:
compound,Nrf2 ARE act,MmCpn inh,Abeta yeast res,Nrf2 block,TGFb SMAD3 inh,Akt phos inh,A549 viability,HepG2 viability,CCT chaperon mod
Cc1sc2ncn(CC(=O)NCCCC(=O)N3CCC(C(N)=O)CC3)c(=O)c2c1C,-0.1%,0.4%,0.7%,?,-2.4%,i,0.2%,2.9%,3.0
N/C(=N\OC(=O)CCn1cccc(C(F)(F)F)c1=O)c1ccc(OC(F)(F)F)cc1,0.0%,-1.3%,-0.8%,-12.3%,-8.4%,i,-3.5%,-41.4%,0.6
O=C1C2=C(c3ccccc31)[N+](=O)C1CCCCC1N2[O-] (centres undefined),8.2%,-0.5%,-12.9%,nt,-6.5%,i,-0.7%,-24.0%,-2.1

All compounds of this part, from the start:
compound,Nrf2 ARE act,MmCpn inh,Abeta yeast res,Nrf2 block,TGFb SMAD3 inh,Akt phos inh,A549 viability,HepG2 viability,CCT chaperon mod
Cc1sc2ncn(CC(=O)NCCCC(=O)N3CCC(C(N)=O)CC3)c(=O)c2c1C,-0.1%,0.4%,0.7%,?,-2.4%,i,0.2%,2.9%,3.0
N/C(=N\OC(=O)CCn1cccc(C(F)(F)F)c1=O)c1ccc(OC(F)(F)F)cc1,0.0%,-1.3%,-0.8%,-12.3%,-8.4%,i,-3.5%,-41.4%,0.6
O=C1C2=C(c3ccccc31)[N+](=O)C1CCCCC1N2[O-] (centres undefined),8.2%,-0.5%,-12.9%,nt,-6.5%,i,-0.7%,-24.0%,-2.1
O=C(O)CC(SCC(=O)Nc1ccc(Br)cc1)C(=O)O (centres undefined),4.1%,0.5%,-0.2%,0.0%,-0.2%,i,1.8%,-9.5%,-3.4
Fc1ccc(CCNc2ncnc3[nH]ncc23)cc1,0.2%,nt,-9.5%,?,-3.2%,i,12.2%,4.9%,-1.3
COc1ccc(NC(=O)Cn2nnc(C(=O)NCCc3ccc(OC)c(OC)c3)c2N)cc1,-0.7%,3.2%,2.3%,-0.3%,-6.1%,i,0.8%,2.4%,1.3
O=C(CCCn1cnc([N+](=O)[O-])n1)Nc1ccc(F)c(Cl)c1,3.8%,1.7%,21.6%,13.7%,-6.9%,i,3.6%,2.8%,-1.0
Cc1cc(/C=C2/C(=O)NN(c3ccccc3)C2=O)c(C)n1-c1ccc(O)cc1,-0.1%,-0.3%,-12.2%,?,-6.4%,i,?,8.4%,-0.5
Cc1cc(Cl)c(S(=O)(=O)NC(C)C)cc1OCC(N)=O,-0.5%,2.2%,5.6%,-10.3%,-18.3%,i,-1.0%,11.7%,-0.7
CC1(C)C2CCC1(C)C(OC(=O)CCn1ccnc1)C2 (centres undefined),0.2%,2.2%,-4.7%,-4.6%,15.0%,i,-1.5%,-0.8%,-0.5
CCCN(CCO)Cc1ccc(F)c(Br)c1,-0.3%,1.5%,19.1%,-12.7%,-9.4%,i,-2.9%,-0.3%,-3.0
Cc1cccc(C)c1-n1nnnc1C1(C)CCC(=O)N1CCc1ccccc1F (centres undefined),-0.1%,nt,7.2%,nt,nt,i,nt,nt,-1.7
COc1cc2c(cc1OC)C(C)N(Cc1ccc3c(c1)OCO3)CC2 (centres undefined),-2.3%,nt,0.1%,11.3%,-7.0%,i,-12.7%,-24.1%,2.1
Cc1cnc(C=O)c2cccc([N+](=O)[O-])c12,4.9%,nt,-40.4%[inhibitor],nt,-14.1%,i,nt,-25.5%,-2.3
Cc1ccc(Cl)cc1NS(=O)(=O)c1ccc2c(c1)NC(=O)CCS2,0.0%,nt,-6.5%,-3.0%,-1.0%,nt,-11.3%,-30.6%,nt

Fetched by structure from the entries so far:
compound,Nrf2 ARE act,MmCpn inh,Abeta yeast res,Nrf2 block,TGFb SMAD3 inh,Akt phos inh,A549 viability,HepG2 viability,CCT chaperon mod
Cc1cnc(C=O)c2cccc([N+](=O)[O-])c12,4.9%,nt,-40.4%[inhibitor],nt,-14.1%,i,nt,-25.5%,-2.3
N/C(=N\OC(=O)CCn1cccc(C(F)(F)F)c1=O)c1ccc(OC(F)(F)F)cc1,0.0%,-1.3%,-0.8%,-12.3%,-8.4%,i,-3.5%,-41.4%,0.6

(more compounds)
compound,Nrf2 ARE act,MmCpn inh,Abeta yeast res,Nrf2 block,TGFb SMAD3 inh,Akt phos inh,A549 viability,HepG2 viability,CCT chaperon mod
CC(C)C(C(=O)NCC1CCCO1)N(C(=O)CNS(=O)(=O)c1ccccc1)C1CCCCC1 (centres undefined),0.1%,-4.7%,17.9%,4.2%,6.9%,i,-11.5%,5.3%,1.6
CCN(CC(=O)Nc1c(F)cccc1F)C(=O)c1cccc(S(=O)(=O)N(C)c2ccccc2)c1,0.2%,2.2%,6.4%,-23.2%,-4.8%,i,-3.8%,-13.8%,-2.5
N#CCSc1ccsc1C(=O)Nc1ccc(F)cc1,4.9%,-3.6%,-13.8%,nt,-1.4%,i,4.5%,2.0%,1.2
Cc1ccccc1-c1nc2scc(CCNS(=O)(=O)c3ccccc3)n2n1,4.2%,nt,8.7%,nt,-29.2%,nt,9.8%,-67.0%,nt
CC(C)n1c(=S)[nH]c2cc(Cl)ccc21,-0.1%,-1.6%,?,3.7%,?,i,9.4%,-32.3%,-2.4
CC(=O)NNc1cc(C)nc(N)n1,-0.7%,0.2%,-7.2%,5.7%,-14.1%,i,-3.8%,14.6%,-4.3
CC(C)CCNC(=O)NC(=O)COC(=O)CCN=C1NS(=O)(=O)c2ccccc21,-0.5%,-1.3%,7.2%,-15.9%,-0.6%,i,-6.7%,-10.9%,2.0
Cc1cc(S(=O)(=O)N2CCCC(C)C2)ccc1-n1cnnn1 (centres undefined),0.2%,3.6%,1.6%,-27.5%,1.8%,i,4.2%,-27.5%,-4.0
S=c1[nH]nc2ccc3ccccc3n12,0.0%,nt,-21.3%,nt,3.4%,i,nt,25.1%,1.7
O=C(N/N=C\c1ccncc1)c1ccccc1O,2.3%,0.3%,4.0%,?,-2.8%,i,1.6%,-13.8%,-4.5
CCc1ccc(NC(=O)CSc2nc(O)cc(=O)n2C2CCCC2)cc1,0.5%,-4.2%,-13.6%,3.0%,-9.8%,i,4.7%,0.0%,-0.4
COc1cccc(OCC(=O)N2CCCc3ccccc32)c1,0.4%,-1.9%,-5.8%,?,-6.5%,i,0.6%,-10.9%,0.4
c1ccn2cc(-c3ccc4c(c3)OCO4)cc2c1,-0.5%,-6.3%,5.8%,?,-22.4%,i,-7.6%,-0.9%,-0.3
COc1cccc(N(CC(=O)NCC2CCCO2)C(=O)CNS(=O)(=O)c2ccccc2)c1 (centres undefined),-0.2%,0.8%,-3.5%,-2.1%,4.5%,i,0.1%,8.4%,2.1
O=C(CCC(=O)Nc1nnc(C2CCCCC2)s1)NCc1ccccc1,1.7%,0.1%,-3.7%,-0.2%,-19.7%,i,6.0%,-11.7%,-6.2
O=C1CC(c2ccccc2)Cc2[nH]c(=O)c(-c3nc(-c4ccc(Cl)cc4)cs3)cc21 (centres undefined),4.6%,nt,-6.8%,18.4%,-2.3%,nt,1.4%,-1.0%,nt
Cc1cc(Cl)ccc1NC(=O)CN1C(=O)C(=O)N(C2CCCC2)C1=O,2.1%,-0.8%,4.3%,-0.6%,15.3%,i,-4.2%,11.3%,-0.4
COc1ccc(OCCn2cc(/C(N)=N/O)c3ccccc32)cc1,3.0%,0.2%,-4.6%,-3.3%,-5.0%,i,14.6%,-11.6%,0.3
CC1CCCCN1S(=O)(=O)c1csc(C(N)=O)c1 (centres undefined),-0.2%,1.5%,nt,-2.0%,3.5%,i,-1.0%,-32.6%,-1.0
O=C(Nc1c(-c2ccc3c(c2)OCO3)[nH][nH]c1=O)c1cnccn1,-1.1%,nt,-7.4%,nt,-13.4%,i,nt,0.1%,0.4
CC(/C=N\NC(=O)CN1CCN(Cc2ccccc2)CC1)=C\c1ccco1,?,0.2%,6.9%,17.8%,?,i,-2.7%,-5.1%,0.5
CCOC(=O)CSc1n[nH]c(NC(C)=O)n1,-0.9%,1.0%,2.4%,2.2%,3.2%,i,0.5%,5.8%,-0.9
COc1ccc(N=Cc2cc3c(cc2O)OC(N)=C(C#N)C3c2ccccc2)cc1 (centres undefined),-0.4%,-20.1%,-5.7%,-28.0%,-5.7%,i,-8.3%,7.0%,-0.3
COC(=O)c1c(-c2cccs2)csc1NC(=O)COc1ccc(C)cc1,-0.5%,nt,-12.8%,2.0%,2.6%,nt,9.4%,-14.6%,nt
Cc1cccc(OCC(=O)NCc2ccc3c(c2)CCN3C(=O)c2ccc(Cl)cc2)c1,0.8%,nt,-6.6%,nt,6.5%,nt,-2.0%,0.0%,nt
COC(CNC(=O)c1cccc(-n2c(=S)[nH]c3cc(Cl)ccc3c2=O)c1)OC,0.0%,-6.0%,3.4%,?,-16.2%,i,-4.0%,-2.5%,0.8
COc1ccc(/C=N/NC(=O)CCSc2nc3ccccc3s2)cc1,-0.7%,-0.7%,8.9%,-17.6%,-3.6%,i,-13.2%,-21.0%,-2.3
CCOC(=O)c1c(C)n(C)c2cc(CN(C)C)c(O)c(S(=O)(=O)c3ccccc3)c12,3.2%,3.8%,11.7%,1.4%,-0.4%,i,-5.0%,-4.6%,0.2
CC1(C)OC2OC(C(=O)N/N=C/c3cc(Br)ccc3O)C3OC(C)(C)OC3C2O1 (centres undefined),-0.6%,0.5%,-3.5%,-15.7%,-23.1%,i,9.1%,-10.5%,-5.8
